# Bioassay records from PubChem.
# Pin1 inhibitor: human Pin1 inhibition; Potency, µM (doses to about 115 µM), inactives show top-dose activity, negative = inhibition, actives largely listed as inhibitors; Pin1 FP peptide displacement, HiFluor488, 10 min; AID 504891; 0.009% of 390,000 active; active means well fitted inhibition curve with a large enough effect in the polarisation, with a control signal flat, not every such curve was filed as active; inconclusive means small, poorly fitted or top-dose-only effect, or effect the other way, or a change in a side signal; inactive means no such curve, though single readings can be large or run the other way; the % refers to the polarisation; further: potency means the concentration at half of the fitted maximal effect; on the % scale 0 is the no-effect control and ±100 the full control effect
# Target sequence (Q13526 whole entry, looked up): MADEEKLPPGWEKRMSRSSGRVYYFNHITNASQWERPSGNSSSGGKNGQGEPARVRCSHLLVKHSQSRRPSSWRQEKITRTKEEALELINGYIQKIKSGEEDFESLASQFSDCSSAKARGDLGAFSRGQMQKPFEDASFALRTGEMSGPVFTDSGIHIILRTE
# TRHR PAM: allosteric enhancers of human TRH receptor; enhancement, % at 2 µM; TRHR cells, fluo-8 calcium fluorescence, EC20 TRH enhancement; P34981; 0.66% of 360,000 active; AID 493056; in the data active means enhancement above about 30%; further: 0% is about no effect
# Target sequence (P34981 whole entry, looked up): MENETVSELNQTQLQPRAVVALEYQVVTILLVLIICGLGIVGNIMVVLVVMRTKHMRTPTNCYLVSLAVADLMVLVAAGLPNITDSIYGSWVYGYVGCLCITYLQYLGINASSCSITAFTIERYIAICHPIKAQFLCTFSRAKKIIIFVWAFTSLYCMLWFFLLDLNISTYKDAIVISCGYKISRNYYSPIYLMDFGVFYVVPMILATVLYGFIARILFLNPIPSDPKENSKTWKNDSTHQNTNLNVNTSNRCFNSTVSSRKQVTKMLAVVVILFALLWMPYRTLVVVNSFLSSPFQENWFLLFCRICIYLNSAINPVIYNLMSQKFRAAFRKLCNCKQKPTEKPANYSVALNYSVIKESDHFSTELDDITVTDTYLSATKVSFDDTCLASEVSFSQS
#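 TRHR-expressing cells loaded with fluo-8 calcium dye were read kinetically (ex 480/em 530) during compound addition, then stimulated with an EC20 of TRH (10 nM final). Enhancement of the Gq-mediated intracellular calcium response was scored.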
# TRHR agonist: TRH receptor (human) agonism; AID 493084; activation, % at 2 µM; 0.18% of 360,000 active; TRHR cells, calcium flux fluo-8, FDSS agonist mode; P34981; in the data active means activation above about 30%; further: 0% is about no effect
#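 Agonist-mode FDSS calcium read (Ex 480/Em 530, 1 s cycles) in 1536-well TRHR cells with fluo-8 dye, after 10-cycle baseline and 23 nL compound addition; TRH at EC20 (10 nM final) added afterwards for the enhancer phase.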
# D2 antag: antagonists of human D2 dopamine receptor | P14416 | 2% of 340,000 active | HEK293 TREx D2 cells, calcium flux, dopamine EC80 | inhibition, % at 10 µM; in the data active means inhibition above about 30%; further: 0% is about no effect
#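 Measurement of antagonist activity uses fluorescent calcium dye in inducible HEK293 T-REx D2 cells: 10 s baseline, compound addition with 180 s read, EC80 dopamine addition with a further 180 s read.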
# USP1-UAF1 inh: USP1/UAF1 (human) deubiquitinase inhibition; recombinant USP1/UAF1, Ub-Rhodamine cleavage fluorescence; AID 743255; Potency, µM (highest dose often 57.1 µM), for inactives: at the highest dose activity change, negative = inhibition, hits mostly inhibitors; 0.23% of 390,000 active; further: potency means the concentration at half of the fitted maximal effect; on the % scale 0 is the no-effect control and ±100 the full control effect; nearly all actives have a fitted effect of over 60% in size; inactives centre near -12
#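 High-throughput fluorogenic screen: 1nM USP1/UAF1 complex, Ub-Rho substrate 150nM final, 50mM HEPES pH 7.8 with 0.5mM EDTA, 0.1 mg/ml BSA, 1mM TCEP and 0.01% Tween-20.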
# TrxR1 substrate: rat thioredoxin reductase 1 substrate activity; O89049; purified TrxR1 substrate turnover, NADPH consumption readout; Potency, µM (titrated, usually from 114 µM), without a hit: at the highest dose activity change, negative = substrate turnover; 0.01% of 390,000 active; AID 588456; further: potency means the concentration at half of the fitted maximal effect; on the % scale 0 is the no-effect control and ±100 the full control effect; nearly all actives have a fitted effect of over 50% in size
# Target sequence (O89049 whole entry, looked up): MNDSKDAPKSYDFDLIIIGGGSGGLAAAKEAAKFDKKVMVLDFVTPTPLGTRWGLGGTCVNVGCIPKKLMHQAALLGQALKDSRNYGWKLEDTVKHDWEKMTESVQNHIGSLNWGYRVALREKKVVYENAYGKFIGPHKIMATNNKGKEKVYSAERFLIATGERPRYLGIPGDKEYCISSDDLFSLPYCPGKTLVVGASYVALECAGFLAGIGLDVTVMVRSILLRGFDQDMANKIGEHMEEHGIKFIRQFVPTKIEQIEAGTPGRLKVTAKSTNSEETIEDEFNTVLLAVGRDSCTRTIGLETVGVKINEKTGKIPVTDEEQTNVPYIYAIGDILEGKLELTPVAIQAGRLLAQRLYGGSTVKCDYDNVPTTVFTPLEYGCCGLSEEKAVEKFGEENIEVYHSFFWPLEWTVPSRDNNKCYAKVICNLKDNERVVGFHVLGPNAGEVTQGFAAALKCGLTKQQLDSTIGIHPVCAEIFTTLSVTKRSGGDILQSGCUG
#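 Rat TrxR1, dispensed at 90 nM, was prereduced with 400 uM NADPH (final) for 5 min at ~22 deg C, then incubated with compound 15 min before 400 uM selenite. A first-read NADPH fluorescence drop versus no-compound background flagged substrates.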
# D2 ag: D2 dopamine receptor (human) agonism | activation, % at 2 µM | HEK293 T-REx D2 cells, calcium flux agonist mode | P14416 | 0.53% of 340,000 active;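 active means activation over 3 SD above normal in the single-dose calcium agonist read, cut at about 30% in these data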; further: 0% is about no effect
#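 Agonism scored from kinetic calcium signal (1 read/sec, 180 s) following compound pin transfer, after a 10 s baseline. Cells: HEK293 Trex line expressing inducible D2 receptor coupled to calcium, dye-loaded after overnight culture at 30 C.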
# IDH1 R132H inh: human IDH1 R132H inhibition. AID 602179. O75874. IDH1-R132H enzyme, NADPH consumption, diaphorase/resazurin fluorescence. 0.093% of 390,000 active. Potency, µM (titrated, usually from 76.6 µM), inactives show at the top dose activity change, negative = inhibition, actives largely listed as inhibitors; further: potency means the concentration at half of the fitted maximal effect; on the % scale 0 is the no-effect control and ±100 the full control effect; nearly all actives have a fitted effect of over 65% in size
#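 IDH1-R132H (0.5 ug/mL dispensed) in pH 7.5 Tris buffer was preincubated 30 min with compound, then given a substrate mix of 0.016 mM NADPH and 2 mM alpha-KG for 80 min at room temperature; remaining NADPH was read by diaphorase/resazurin fluorescence.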
# rTrxR1 inhibitor: blocks rat thioredoxin reductase 1; O89049; recombinant rTrxR1, NADPH fluorescence consumption, selenite substrate; 1% of 390,000 active; Potency, µM (series often up to 114 µM), without a hit: at the top dose activity change, negative = inhibition, actives largely listed as inhibitors; AID 588453; further: potency means the concentration at half of the fitted maximal effect; on the % scale 0 is the no-effect control and ±100 the full control effect; nearly all actives have a fitted effect of over 65% in size
#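 Rat TrxR1 (90 nM in the dispensed reagent) was pre-reduced with 400 uM NADPH for 5 min at room temperature, then incubated with compound for 15 min. After 400 uM selenite was added, NADPH fluorescence (Ex 340/Em 450 nm) was followed for 8 min.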
# An asterisk follows results filed as active; ? = inconclusive; nt = not tested or not shown; [ ] = remark or other dose. Unless noted, the call rests on the fitted dose curve; in most records, active means well fitted inhibition curve with a large enough effect; inconclusive means small, poorly fitted or top-dose-only effect; inactive means no such curve, though single readings can be large or run the other way.
SMILES,Pin1 inhibitor,TRHR PAM,TRHR agonist,D2 antag,USP1-UAF1 inh,TrxR1 substrate,D2 ag,IDH1 R132H inh,rTrxR1 inhibitor
CCN(CC)CCCNC(=S)N(Cc1cccnc1)Cc1cc2cc(C)cc(C)c2[nH]c1=O,-2%,4,-0.2,3,-15%,0%[57.1 µM],0.3,-5%,-3%[57.1 µM]
COc1ccc(Nc2nc(-c3sc(C)nc3C)cs2)c(OC)c1,?,-8,-1.7,24,-23%,2%,0.8,5%,23%
CC(C)(O)C(=O)NN(Cc1ccccc1)c1ccccc1,18%,-4,0.3,-4,-1%,9%[57.1 µM],0.9,18%,9%[57.1 µM]
O=C(Nc1nccs1)c1ccc(CSc2ccccc2)o1,3%,-8,-0.4,8,-8%,-6%,-1.2,-6%,6%
Cc1[nH]nc2c1C(c1cccs1)C1=C(CC(C)(C)CC1=O)N2 (stereo not given),7%,3,0.0,30*,-9%,5%[57.1 µM],36*,-1%,25%[57.1 µM]
CCOc1ccc(C(=O)Nc2ccc(C(=O)N3CCOCC3)cc2)c(OCC)c1,1%,20,-0.3,-6,-9%,-11%,-0.9,0%,-11%
COc1ccc(Cl)cc1C(=O)NCCCN1CCOCC1,-4%,5,0.5,-14,-21%,5%[57.1 µM],-0.3,4%,0%[57.1 µM]
O=C(Cn1cc2c(n1)CCCC2)Nc1cc(-c2cccc(Cl)c2)no1,19%,-3,0.4,-1,-19%,3%[57.1 µM],0.3,-8%,9%[57.1 µM]
CCCn1c2c(c(O)c(C(=O)Nc3ccccc3)c1=O)CCCC2,?,5,0.8,-13,-15%,3%,0.8,6%,2%
CCOC(=O)C1=C2N(C)c3ccccc3N2CCC1=O,-10%,-5,-0.1,2,-10%,1%[57.1 µM],0.2,0%,-1%[57.1 µM]
COc1ccccc1OCC(=O)Nc1ccc(S(=O)(=O)Nc2onc(C)c2C)cc1,-1%,0,0.1,-11,-20%,5%,-3.1,5%,13%
CC1(CCC#N)N=C(SCCC#N)N(c2ccccc2)C1=O (stereo not given),1%,0,1.2,3,0%,4%[57.1 µM],0.8,17%,-7%
c1cncc(-c2nc(-c3ccco3)cs2)c1,2%,3,0.1,-5,3%,13%[57.1 µM],-0.3,0%,35µM*
COc1cc(NC(=O)c2c(F)cccc2F)nc(OC)n1,2%,2,0.2,15,-3%,5%,-1.1,4%,20%
Cc1nn(C)cc1C(C(=O)NC1CCCCC1)N(C(=O)Cn1nnc2ccccc21)c1ccc(F)cc1 (stereo not given),-5%,3,0.6,8,-9%,9%,0.1,-9%,20%
ClCC1NCC(c2ccccc2Cl)c2c1[nH]c1ccccc21 (stereo not given),?,0,1.5,-8,-12%,2%,0.8,5%,0%
CCOC(=O)c1cc2sccc2n1Cc1ccccc1,-2%,4,0.2,-14,-9%,-12%,0.9,-2%,3%
N=c1oc2ccccc2cc1C(=O)N/N=C/c1ccccc1,-1%,-6,-0.5,nt,-22%,-8%,nt,4%,-15%
CC1CCC2C(=O)N(c3ccc(C(=O)NCc4ccccc4)cc3)C(=O)C2C1 (stereo not given),1%,0,0.6,-11,-3%,-3%,0.7,0%,-1%
O=C(NCCc1ccccc1)C(=O)NCC1OCCCN1S(=O)(=O)c1ccc(F)cc1 (stereo not given),-2%,10,-0.7,1,-15%,-12%,0.2,8%,-5%
O=C(Cn1c(=O)oc2ccccc21)Nc1nc(-c2ccccc2)cs1,9%,19,0.5,3,-1%,7%,-0.1,-2%,7%
COc1cc2c(cc1OC)CN(Cc1ccc(OC)c(C)c1OC)CC2,-7%,-2,-0.1,13,-6%,5%,0.6,0%,10%
COc1cccc(NC(=O)C(=O)NCCCN2CCCC2=O)c1,1%,2,-0.5,1,-2%,-1%[57.1 µM],-0.8,7%,4%[57.1 µM]
N#CCC(=O)Nc1ccc(C(=O)NNC(=O)CCN2CCN(c3ccccc3)CC2)cc1,4%,4,0.4,nt,-19%,3%,nt,15%,12%
COc1ccc(-c2cnc[nH]2)cc1,-6%,5,0.6,0,-7%,9%[57.1 µM],2.0,5%,35%[57.1 µM]
O=C(CNC(=O)c1ccccc1)OCC(=O)c1c[nH]c2ccccc12,2%,nt,nt,nt,-3%,2%,nt,-6%,8%
Cc1nc(CCN2C(=O)c3ccccc3C2=O)n[nH]1,0%,2,0.4,-18,-18%,-1%,0.2,2%,6%
Cc1cc(NC(=O)c2ccccc2Cl)no1,0%,1,0.0,13,-1%,-7%,-0.3,2%,-8%
CC(Oc1cccc(Cl)c1)C(=O)N(C)CC(=O)Nc1ccc(N2CCOCC2)cc1 (stereo not given),7%,-1,5.4,9,-15%,-4%,0.3,2%,8%
COc1ccc(CCNc2ncnc3onc(C)c23)c(OC)c1,-5%,-1,-0.7,nt,-3%,2%,0.3,-7%,3%
O=C(COC(=O)c1cc([N+](=O)[O-])ccc1NCc1ccccc1Cl)NCC(F)(F)F,0%,1,-0.9,6,-12%,9%[57.1 µM],-1.1,-2%,24%[57.1 µM]
Cc1ncc(C[n+]2csc(CCOC(=O)C34CC5CC(CC(C5)C3)C4)c2C)c(N)n1,0%,-3,0.2,0,-6%,4%[57.1 µM],0.0,5%,18%[57.1 µM]
NC(=O)C[N+]1(CC#CC(O)(c2ccccc2)c2ccccc2)CCCC1,1%,8,0.6,4,-13%,-7%[57.1 µM],-0.3,0%,-11%[57.1 µM]
CCOC(=O)CN(c1cc([N+](=O)[O-])ccc1OC)S(C)(=O)=O,-4%,0,0.1,-11,-10%,0%[57.1 µM],-0.3,9%,4%[57.1 µM]
O=C(Nc1ccccc1Cl)C1CCN(S(=O)(=O)c2cccc3nonc23)CC1,9%,4,-2.2,-6,-5%,7%[0.0914 µM],-2.4,18%,-4%[57.1 µM]
O=C(N/N=C\c1cn[nH]c1-c1ccc(Cl)cc1)c1cccs1,1%,-8,0.1,3,-15%,13%,-0.1,10%,2%
CCCCc1nn2c(=O)cc(COC(=O)c3cccc(OC)c3)nc2s1,-4%,-5,-0.5,nt,-3%,1%[57.1 µM],1.1,16%,16%[57.1 µM]
CC(Sc1nncn1-c1ccccc1)C(=O)Nc1cccc([N+](=O)[O-])c1 (stereo not given),4%,4,-0.5,-2,-1%,-11%,-1.3,-2%,-11%
Cc1ccc(SCCC(=O)N2CCC(C(N)=O)CC2)cc1,0%,13,0.4,1,-3%,2%,1.9,-3%,5%[57.1 µM]
CCOC(=O)c1cnc2ccc(C(=O)OC)cc2c1NCc1ccco1,nt,-3,0.0,-11,nt,nt,0.4,nt,nt
Cn1nc(C(=O)NCC(c2cccs2)N2CCOCC2)c2ccccc2c1=O (stereo not given),2%,nt,nt,nt,11%,-9%[2.29 µM],nt,0%,-12%[2.29 µM]
CC(=O)Nc1ccccc1C(=O)C(=O)Nc1ccccc1,0%,20,0.5,-6,-6%,0%,-0.4,-2%,7%
Cc1ccccc1-n1c(=O)c(C#N)cc2c(=O)n3ccccc3nc21,?,-2,0.1,-7,-5%,nt,-0.5,0%,?
CCOc1ccccc1NC(=O)Cn1nnc(C(=O)Nc2ccc(C)c(C)c2)c1N,-2%,3,-0.2,nt,?,8%,0.2,-12%,30%
O=Cc1ccc(-c2cccc(C(=O)O)c2)o1,-6%,3,1.2,13,-24%,-5%,0.4,1%,0%
O=C(NNS(=O)(=O)c1cc(Cl)cc(Cl)c1)c1sccc1-n1cccc1,-6%,nt,nt,nt,-7%,2%,nt,6%,0%
COc1ccc(OC)c(-c2csc(NC(=O)C3=NN(c4ccccc4)C(=O)CC3)n2)c1,13%,-6,0.0,-2,-8%,0%[57.1 µM],-0.1,2%,7%[57.1 µM]
CCc1cccc(NC(=O)C2CCCN(c3ncnc4c3nc3n4CCCCC3)C2)c1 (stereo not given),5%,2,-0.6,15,-14%,-4%,-0.3,-2%,17%
CC(C)(C)C(=O)N1CCN(c2nc3ccccc3o2)CC1,-5%,-4,0.2,9,-19%,0%,3.2,20%,11%
O=S(=O)(c1cccs1)N1CCCc2ccccc21,-3%,1,-1.2,11,-19%,-3%,-0.5,12%,2%
CCC(C)(C)n1nnnc1C(c1cccnc1)N1CCCC(C)C1 (stereo not given),1%,-1,0.0,8,-20%,1%,0.4,-7%,21%
CC(C)(C)c1ccccc1OCCN1CCCC1,-9%,-4,1.3,-5,-13%,6%[57.1 µM],-0.7,1%,4%[57.1 µM]
Cc1ccc(NC(=O)c2ccc(CSc3nnc(C)s3)cc2)cc1,-2%,20,0.0,3,-9%,-1%,0.1,-9%,7%
CCn1c(=O)c2cc(C(=O)N(C)c3ccc(OC)cc3OC)sc2c2ccccc21,?,25,0.0,nt,-4%,-6%,nt,?,13%
COc1cccc(C(=O)c2c(C)c(CCC#N)n3ccccc23)c1,1%,-3,-0.8,-14,-6%,-11%,-0.3,-2%,-5%
CCn1nc(C(=O)OCC(=O)N2CC(=O)Nc3ccccc32)c2ccccc2c1=O,-5%,-3,-0.4,2,-15%,-7%,-0.5,1%,22%[57.1 µM]
O=C(CC(=O)N/N=C\c1ccc([N+](=O)[O-])cc1)NCCc1ccccc1,-2%,5,-0.5,8,-16%,-1%[57.1 µM],-0.2,21%,-5%[57.1 µM]
CN(C)c1ccc(P(=O)(OC2CCCCC2)C(O)c2cccnc2)cc1 (stereo not given),-3%,2,0.8,12,-30%,0%,0.2,0%,6%
O=C(Nc1cccnc1Cl)c1cc(-c2ccc(F)cc2)on1,4%,2,0.1,-3,5%,10%,-0.1,1%,28%

# This is a subset. The share of hits here may be higher or lower than overall.
